# HTT ATP protect: qHTS Multiplex Assay to Identify Dual Action Probes in a Cell Model of Huntington: Cytoprotection (ATP) | AID 1471, 2008 | PC12 HTT-Q103 induced, cytoprotection, ATP luminescence, 40 h | 230,000 compounds, 0.14% hits | Potency, µM (titrated, usually from 56.4 µM), without a hit: cytoprotection (ATP increase), hits mostly activators;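 note: potency is the fitted concentration of half-maximal effect; % of control where 0% means no effect; nearly all actives have a fitted effect of over 45% in size; toxic huntingtin expression switched on by the ecdysone agonist tebufenozide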
#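 Huntington model: PC12 line, ecdysone-inducible HTTQ103 exon1–GFP, tebufenozide 100 nM. Test articles in a dose series. Endpoint luminescence from cellular ATP.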
# Lamin A splicing: qHTS Assay for Modulators of Lamin A Splicing; Potency, µM (series often up to 46.1 µM), inactives show at the top dose ratio change, negative = inhibition, hits mostly inhibitors; 200,000 compounds, 0.01% hits; HeLa LMNA splicing GFP/RFP minigene ratio, 48 h; AID 1487, 2009; active = well fitted inhibition curve with a large enough effect in the signal ratio, with a control signal flat, not every such curve was filed as active; inconclusive = small, poorly fitted or top-dose-only effect, or effect the other way, or a change in a side signal; the % refers to the signal ratio; note: potency is the fitted concentration of half-maximal effect; % is set by controls: 0 for no effect and ±100 for the full control effect
#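 S3 HeLa stable clones carrying a lamin A-EGFP splicing minigene plus DsRed2 were seeded at 600 cells/well in Opti-MEM with 2% FBS, pin-dosed and incubated 48 h at 37°C. Acumen cytometry (488 nm) gave the GFP/RFP total-intensity ratio.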
# GAA spleen mod: qHTS Assay for Inhibitors and Activators of Human alpha-Glucosidase From Spleen Homogenate. Potency, µM (doses to about 79.9 µM), without a hit: at the top dose activity change, negative = inhibition, hits mostly inhibitors. Lysosomal alpha-glucosidase (Homo sapiens), P10253. human spleen homogenate, 4-MU-alpha-glucoside fluorescence. AID 2112, 2009. 240,000 compounds, 0.006% hits;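 note: potency is the fitted concentration of half-maximal effect; 0% = enzyme with vehicle and -100% = no enzyme basal signal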
#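 Human spleen homogenate (1 ug) with 4-methylumbelliferyl-alpha-D-glucopyranoside (1 mM final) in 50 mM citrate/phosphate pH 5.0, 0.01% Tween-20; 40 min at 37 C. Stopped at pH 10; 4-MU fluorescence Ex 365/Em 440 nm; AC50 by Hill fit.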
# HttQ103 aggreg: qHTS Multiplex Assay to Identify Dual Action Probes in a Cell Model of Huntington: Aggregate Formation (GFP). PC12 HttQ103-GFP aggregates, Acumen cytometry, 40 h. Potency, µM (highest dose often 46.1 µM), for inactives: top-dose activity change, negative = inhibition, most hits filed as inhibitors. 220,000 compounds, 1.1% hits. AID 1688, 2009; note: potency is the fitted concentration of half-maximal effect; % is set by controls: 0 for no effect and ±100 for the full control effect; nearly all actives have a fitted effect of over 60% in size
#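 Steps: seed 1500 PC12 HTTQ103-GFP cells/well; add tebufenozide, 100 nM final; add compound titration; add ATPLite reagent; quantify GFP aggregates by laser scanning cytometry.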
# GAA glycogen: qHTS Assay for Inhibitors and Activators of Human alpha-Glucosidase Cleavage of Glycogen | recombinant GAA, glycogen substrate, Amplex Red glucose oxidase fluorescence | Potency, µM (titrated, usually from 76.4 µM), inactives show at the highest dose activity change, negative = inhibition, usual class: inhibitors | 300,000 compounds, 0.38% hits | AID 2100, 2009;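 note: potency is the fitted concentration of half-maximal effect; 0% = full enzyme reaction and -100% = no-enzyme basal signal; the screen sought inhibitors and activators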
#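 Natural-substrate format: glycogen cleavage by 4 nM human enzyme, glucose read by Amplex Red coupling (Ex 573, Em 610 nm). Normalized to enzyme and no-enzyme controls.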
# GAA inh: qHTS Assay for Inhibitors of Human alpha-Glucosidase as a Potential Chaperone Treatment of Pompe Disease; 200,000 compounds, 0.005% hits; AID 1466, 2008; purified human GAA, 4-MU-alpha-glucoside fluorescence; Lysosomal alpha-glucosidase (Homo sapiens), P10253; Potency, µM (doses to about 76.9 µM), without a hit: at the top dose activity change, negative = inhibition, hits mostly inhibitors;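 note: potency is the fitted concentration of half-maximal effect; plate controls were uninhibited enzyme wells for no effect and no-enzyme background for full effect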
#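 Fluorogenic assay: 4 nM human alpha-glucosidase with 400 uM 4-methylumbelliferyl-alpha-D-pyranoside in 50 mM citrate/phosphate, 0.005% Tween-20, pH 5.0, 20 min at room temperature. Compounds tested up to 77 uM; AC50 from Hill fits.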
# CBFb RUNX1 block: qHTS Assay for Compounds Blocking the Interaction Between CBF-beta and RUNX1 for the Treatment of Acute Myeloid Leukemia; AID 1477, 2009; 230,000 tested, under 10 active; Potency, µM (top dose mostly 59.8 µM), for the others: at the top dose activity, negative = inhibition, usual class: inhibitors; AlphaScreen CBFb-His/RUNX1-biotin binding, biochemical; note: % of control where 0% means no effect
# Target sequence (Q01196 whole entry, looked up): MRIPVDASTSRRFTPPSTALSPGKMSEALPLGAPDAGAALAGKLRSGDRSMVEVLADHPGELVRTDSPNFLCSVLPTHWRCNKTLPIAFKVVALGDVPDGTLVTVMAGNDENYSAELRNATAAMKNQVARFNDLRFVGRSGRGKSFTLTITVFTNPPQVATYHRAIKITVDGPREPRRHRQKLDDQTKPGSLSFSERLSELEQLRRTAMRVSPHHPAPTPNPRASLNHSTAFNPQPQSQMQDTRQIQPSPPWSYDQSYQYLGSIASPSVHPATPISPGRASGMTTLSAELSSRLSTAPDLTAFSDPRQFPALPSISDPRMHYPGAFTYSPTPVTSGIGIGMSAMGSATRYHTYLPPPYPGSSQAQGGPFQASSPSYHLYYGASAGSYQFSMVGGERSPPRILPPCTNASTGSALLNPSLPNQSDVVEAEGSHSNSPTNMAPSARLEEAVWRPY
# Target sequence (Q13951 whole entry, looked up): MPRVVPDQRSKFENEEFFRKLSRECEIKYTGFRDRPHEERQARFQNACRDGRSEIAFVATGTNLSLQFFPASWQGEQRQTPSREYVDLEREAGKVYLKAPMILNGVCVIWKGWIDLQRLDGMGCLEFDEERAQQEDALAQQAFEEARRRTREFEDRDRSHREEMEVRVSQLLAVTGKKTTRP
#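 AlphaScreen binding: CBFb-His and RUNX1-biotin (30 nM each) preincubated 20 min, compound added for 15 min, then nickel and streptavidin beads for 90 min, all at room temperature. Disruption of the interaction by any mechanism counts as activity.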
# * hit, by the source's call; u = inconclusive; x = no result given; & = joins results of further samples; [ ] = another dose, or the depositor's remark. Unless noted, calls come from the whole dose curve; as a rule, active = well fitted curve in the direction sought with a large enough effect; inconclusive = small, poorly fitted or top-dose-only effect, or another doubt; inactive = no such curve, though single readings can be large; an effect the other way counts as inactive or inconclusive.
SMILES,HTT ATP protect,Lamin A splicing,GAA spleen mod,HttQ103 aggreg,GAA glycogen,GAA inh,CBFb RUNX1 block
O=C(NCc1nc2ccccc2[nH]1)C1=C[C@H](c2coc3ccccc3c2=O)C[C@H](OCc2ccc(CO)cc2)O1,-15%[10 µM],x,4%,5%[9.22 µM],9%,x,-2%
O=S(=O)(c1ccc(F)c(F)c1F)N1CCN(C(=S)NC2CC3CCC2C3)CC1 (centres undefined),-14%,-1%[46 µM],0%,18%,6%,8%,0%
CCOc1ccccc1NC(=O)CSc1nc(N)c(C#N)cc1C#N,-8%,6%,-8%,18%,-4%,1%,3%
CC1(C)[C@@H](O)CC[C@]2(C)[C@H]3C(=O)C=C4[C@@H]5C[C@@](C)(C(=O)O)CC[C@]5(C)CC[C@@]4(C)[C@]3(C)CC[C@@H]12,-62%[inhibitor],u,1%&4%,-8%&-24%,-4%,-7%[15.4 µM],-8%&10%
Cc1ccc(NC(=O)CN(C)S(=O)(=O)c2cccc3cccnc23)c(C)c1,19%[10 µM],x,-3%,1%[9.22 µM],4%,x,5%
O=C1CCC(=O)N1c1ccc(-c2nc3ccccc3s2)cc1,-191%[inhibitor],9%[46 µM],-3%,25%,15%,2%,-1%
CCN1C(=O)/C(=C\c2ccc(-c3ccc([N+](=O)[O-])cc3OC)o2)SC1=Nc1cccc(C(=O)O)c1,x,u,-3%,1%,-16%,-14%,-19%
CCC(C(=O)N1CCOCC1)n1c(C(=O)OC)cc2occc21 (centres undefined),-8%,10%,2%,2%,-2%,-2%,8%
O=C(Nc1cc(Sc2nc3ccccc3s2)cc([N+](=O)[O-])c1)c1ccccc1F,-33%,11%,-16%,-16%,-10%,-5%,-24%
O=c1n(Cc2ccccc2Cl)c2sc3c(c2c2ncnn12)CCCC3,3%,5%,5%,0%,6%,-5%,-5%
COc1ccc(-n2cnc3cc(N)ccc32)cc1,-18%[10 µM],-16%,-3%,-6%,-5%,4%,-18%
CCn1ncc(CNC(=O)CCSc2nc(-c3ccco3)cc(C(F)(F)F)n2)c1C,21%[10 µM],u,-2%,-13%,3%,1%,10%
COc1cc(C(CCN2CCCC(C)C2)c2c(OC)cc(OC)c3c2OC(=O)CC3c2ccc(N(C)C)cc2)cc(OC)c1OC (centres undefined),2%[10 µM],x,-9%&0%,20%[9.22 µM],-12%,x,u
O=S(=O)(NCC1CCCO1)c1cccc2nsnc12 (centres undefined),-6%,4%,1%,-9%,6%,0%,-3%
O=C(COC(=O)COc1ccc(Cl)cc1)Nc1ccc(N2CCOCC2)cc1,-20%,x,-4%,6%,6%,-1%,11%
CCN1C(=O)C(CC(=O)Nc2ccc(OC)cc2)N(CCCN2CCN(c3ccc(F)cc3)CC2)C1=S (centres undefined),-53%[inhibitor],x,-10%,14%,-27%,-8%,-9%
CCc1nc2c(oc3ccccc32)c(=O)[nH]1,-6%,-2%[0.0737 µM],3%,14%,19%,-8%,2%
CC1(C)Cc2cccc(OCC(=O)NC3CC3)c2O1,17%,2%,-1%,-6%,1%,-1%,2%
CCOC(=O)C1(Cc2cccc(F)c2)CCN(C(=O)c2cnccn2)CC1,-3%[10 µM],18%[46 µM],2%,-1%[9.22 µM],6%,1%,3%
CCCCCCC1(C)NC(=S)N(c2ccccc2)N1 (centres undefined),-17%,x,-6%,-4%,u,-4%,7%
S=C(NCC1CCCO1)Nc1cc(Cl)c(Cl)cc1Cl (centres undefined),x,x,-10%,-8%,18%,u,24%
Cc1nnc(SCC(=O)Nc2nc(C(C)(C)C)cs2)s1,-11%,u,-3%,0%[9.22 µM],0%,5%,6%
O=C(/C(=C/c1ccncc1)n1ccnc1)c1ccc(Cl)cc1Cl,5%[10 µM],x,6%,-7%[9.22 µM],-5%,x,-14%
COc1ccc(NC(=O)Cn2cnc3c(oc4nc5c(cc43)COC(C)(C)C5)c2=O)cc1,25%[10 µM],x,-2%,34%[9.22 µM],5%,-2%[15.4 µM],0%
COC(=O)C1=C(C(=O)OC)[C@@H]2Nc3ccccc3[C@@]23C[C@@H](C(=O)OC)N(S(=O)(=O)c2ccc(OC)cc2)C3=N1,11%[10 µM],19%[9.22 µM],-15%[17.4 µM],x,x,x,-5%[13.1 µM]
N#Cc1nc(-c2ccco2)oc1N1CCC(C(N)=O)CC1,9%,1%,1%,-3%,-3%,0%,2%
O=C(NCCc1ccccc1)c1ccc(NCC2CCCO2)c([N+](=O)[O-])c1 (centres undefined),-31%[inhibitor],14%[46 µM],-1%,-9%,9%,-6%,u
COc1ccc2c(c1)c(=O)oc1c(C)c(OCC(=O)N3CCc4ccccc4C3)ccc12,-28%,13%,-8%,7%,-5%,12%,-4%
CCc1cccc2c(/C=N/NC(=O)c3cccc(S(=O)(=O)Nc4ccccc4Cl)c3)c[nH]c12,-6%[0.074 µM],-20%,-5%,2%,-2%,-8%,-22%
CCOc1c(OC)ccc2c3c(c(=O)oc12)CCCC3,14%,0%,3%,-27%,-6%,2%,-1%
Cc1cc(NC(=O)c2cnn3cccnc23)nn1CC(=O)Nc1cccnc1,4%,0%,2%,-13%,-6%,3%,-10%
Oc1ccc(/C=N/n2cc(-c3ccccc3)[nH]c2=S)cc1,-33%[inhibitor],-3%[46 µM],3%,1%,u,10%,-12%
CC1CCN(C(=O)CSc2nncn2-c2ccccn2)CC1,-14%,-3%,-10%,-2%,1%,-7%,2%
Cc1ccc(NC(=O)Nc2cnccn2)cc1Cl,-7%,x,1%,-5%,1%,0%,6%
COc1ccc(-c2cc(-c3ccc(C)cc3)nc(SCc3nnc(-c4ccccc4)o3)c2C#N)cc1OC,16%[10 µM],4%,1%,u,10%,14%,13%
C=CCn1c(-c2ccc(Cl)cc2)c[nH]c1=S,-9%[10 µM],12%,-15%,6%[9.22 µM],-17%,-8%,0%
Cc1ccc2c(c1C)NC(=O)CC(c1ccccc1O)=N2,-11%[10 µM],x,-2%,-17%[9.22 µM],-2%,x,13%
CCn1c(Cc2cccs2)nnc1SCC(=O)Nc1ccc(OC)c(OC)c1,4%[0.074 µM],u,6%,-1%,-12%,3%,2%
CC1(C)Cc2c(C#N)c(SCC(=O)c3ccccc3)nc(N3CCOCC3)c2CS1,-25%[10 µM],-16%,-13%,-3%,-6%,u,5%
CCc1ccc(NC(=O)c2ccc(C3SCC(=O)N3CCc3ccccc3)cc2)cc1 (centres undefined),-54%[inhibitor],u,-3%,-24%,-1%,-13%,1%
CCCCN(C)CCC(=O)Nc1ccc(F)c(F)c1,x,3%,3%,-12%,0%,0%,2%
Cn1cnnc1SCC(=O)NC1CCCCC1,-12%,x,-1%,-25%,-3%,1%,-2%
COC(=O)c1ccc(N(CC(=O)NC2CCCC2)C(=O)CNC(=O)c2ccco2)cc1,-1%[10 µM],-2%,-12%,-7%,-13%,13%,4%
Cc1cccc(Cn2c(NCC(C)O)nc3c2c(=O)n(C)c(=O)n3C)c1 (centres undefined),-6%[0.074 µM],u,-3%,-19%,5%,-5%,4%
Cc1cccc(NCc2nc3ccccc3n2Cc2ccccc2)c1,-107%[inhibitor],-12%,-12%,-4%,8%,-11%,-7%
COc1ccc(N/N=C(/Oc2ccc([N+](=O)[O-])cc2)C(C)=O)cc1,-5%[10 µM],-1%,0%,u,-7%,u,7%
COCC(C)n1c(C)cc(C(=O)CSc2nc(C)c(C)c(C)n2)c1C (centres undefined),3%[10 µM],x,7%,-22%[9.22 µM],0%,x,2%
CCN(c1ccccc1)S(=O)(=O)c1cc(C(=O)Nc2ccc(Br)cc2)ccc1F,x,u,2%,u,-3%,-4%,-7%
COc1cccc(C2=NOC(C(=O)N3CCN(c4ccccc4)CC3)C2)c1OC (centres undefined),18%[10 µM],-11%,-1%,14%,-2%,-2%,-5%
Cc1ccc(CC(=S)N2CCOCC2)cc1,-14%,x,-4%,-9%,8%,4%,8%
CO/N=C/NC(=O)c1ccc([N+](=O)[O-])c(CS(=O)(=O)c2ccc(Cl)cc2)c1,-1%,3%,2%,-26%,6%,1%,-3%
O=C(CNS(=O)(=O)c1cccs1)NCc1ccc(F)cc1,-44%,-21%[46 µM],-1%,19%,3%,4%,1%
CC(SCc1ccccc1)C(=O)N/N=C/c1cc2c(cc1Br)OCO2 (centres undefined),-36%,u,-16%,-32%,-7%,-3%,-1%
COC(=O)c1ccc(-n2c(C)cc(C(=O)COC(=O)CNS(=O)(=O)c3ccc(C)cc3)c2C)cc1,39%[10 µM],-13%,-9%,-13%,4%,u,19%
COc1ccc(NS(=O)(=O)c2cccc(-c3n[nH]c(=S)n3Cc3ccccc3)c2)cc1,-50%[inhibitor],u,x,-8%,-31%,-7%,-7%
CC1CCc2c(nc3nc[nH]n3c2=O)C1 (centres undefined),9%[10 µM],20%,3%,6%,7%,3%,-3%
C/C=C/c1ccc(OCCCCN2CCN(CC)CC2)c(OC)c1,x,19%[46 µM],-2%,x,-6%,13%,-3%
Cc1ccc(NC(=O)CN(C)C(=O)/C=C/c2cccs2)cc1,29%[1.9 µM],-1%,-2%,-3%,10%,6%,2%

# Compounds shown so far that have bromine, in the order listed:
SMILES,HTT ATP protect,Lamin A splicing,GAA spleen mod,HttQ103 aggreg,GAA glycogen,GAA inh,CBFb RUNX1 block
CCN(c1ccccc1)S(=O)(=O)c1cc(C(=O)Nc2ccc(Br)cc2)ccc1F,x,u,2%,u,-3%,-4%,-7%
CC(SCc1ccccc1)C(=O)N/N=C/c1cc2c(cc1Br)OCO2 (centres undefined),-36%,u,-16%,-32%,-7%,-3%,-1%

# Screening results as filed in PubChem.
